CXCR6 block: blocks human CXCR6 beta-arrestin recruitment; CHO-K1 PathHunter CXCR6 beta-arrestin, luminescence; inhibition, % at 20 µM; 360,000 tested, 0.36% active; O00574; in the data active means inhibition above about 34%, passing the limit was not always enough;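 further: antagonist mode with CXCL16 agonist at 10 nM final; 0% = 10 nM CXCL16 with DMSO and 100% = unstimulated wells without agonist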
Target sequence (O00574 whole entry, looked up): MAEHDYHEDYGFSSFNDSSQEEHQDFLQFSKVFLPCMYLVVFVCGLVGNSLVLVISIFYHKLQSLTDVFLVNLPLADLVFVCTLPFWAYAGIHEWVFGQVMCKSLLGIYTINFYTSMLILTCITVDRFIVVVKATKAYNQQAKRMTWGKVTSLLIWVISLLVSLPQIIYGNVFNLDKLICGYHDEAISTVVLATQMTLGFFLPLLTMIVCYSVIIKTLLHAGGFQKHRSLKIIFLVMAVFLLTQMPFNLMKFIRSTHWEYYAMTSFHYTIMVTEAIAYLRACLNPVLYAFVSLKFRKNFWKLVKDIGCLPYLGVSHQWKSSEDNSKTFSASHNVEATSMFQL
EBI2 antag: blocks human EBI2 receptor beta-arrestin signaling. EBI2 beta-arrestin recruitment, luminescence, 7a,25-OHC stimulated. inhibition, % at 5 µM. AID 651636. 360,000 tested, 0.81% active. P32249; in the data active means inhibition above about 38%;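 further: enzyme fragment complementation signal reports receptor beta-arrestin coupling in cells; 0% = agonist plus DMSO wells and 100% = wells without agonist; some results beyond the cut were filed as inactive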
Target sequence (P32249 whole entry, looked up, the tested form may be a part): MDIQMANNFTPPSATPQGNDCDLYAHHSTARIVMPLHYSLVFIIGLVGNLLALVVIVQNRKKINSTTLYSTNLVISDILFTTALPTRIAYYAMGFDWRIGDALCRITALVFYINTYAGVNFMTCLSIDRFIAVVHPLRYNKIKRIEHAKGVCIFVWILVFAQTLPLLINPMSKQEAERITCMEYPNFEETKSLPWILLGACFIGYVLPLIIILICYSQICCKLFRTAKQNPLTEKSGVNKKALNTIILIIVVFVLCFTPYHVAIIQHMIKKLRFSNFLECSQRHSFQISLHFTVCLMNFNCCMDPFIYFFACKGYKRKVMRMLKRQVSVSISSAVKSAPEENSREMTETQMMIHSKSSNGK
* = called active by the depositor. An excerpt, so the mix of outcomes need not match the whole.

SMILES	CXCR6 block	EBI2 antag
O=C(COC(=O)c1cnc(Cl)c(Cl)c1)NC1CCCC1	2	-14
COc1cccc(C(=O)N2CCC[C@H]2C(=O)N2CCC[C@H]2C(=O)NCc2ccncc2)c1	-3	0
O=C(COC(=O)Cc1ccc(Cl)cc1Cl)NCc1ccco1	-2	-13
CCOC(=O)C1(C)CCCN1C(=O)c1csnn1 (stereo not given)	-1	1
C[C@@H]1CN([C@H](C)CO)C(=O)CCCn2nncc2CO[C@H]1CN(C)S(=O)(=O)c1ccc(F)cc1	-13	-4
Fc1cccc(Cc2c(-c3ccco3)nc3ccc(Cl)cn23)c1	0	4
COc1ccccc1Cc1c(-c2ccco2)nc2ccc(Cl)cn12	1	-2
CCOC(=O)C1(C)CCN1C(=O)c1cc(OC)c(OC)c(OC)c1 (stereo not given)	-2	-3
Nc1[nH]c(C(=O)c2ccccc2)c(-c2ccccc2C(F)(F)F)c1C(=O)c1cccs1	7	45*
Nc1ccn([C@@H]2O[C@H](CN=C3NS(=O)(=O)c4ccccc43)[C@@H](O)[C@H]2O)c(=O)n1	-4	-2
CCn1c(CC(=O)Nc2ccccc2F)nnc1SCC(=O)NC1=NCCS1	-11	-7
CC(C)COC(=O)N1CCCCC1c1cc(C(=O)N2CCOCC2)no1 (stereo not given)	0	-1
COCCNC(=O)C1(C)CCN(C(=O)c2oc3ccccc3c2C)C1 (stereo not given)	1	-14
CC1(Oc2ccc(Cl)cc2)CCN(Cc2ccc(OC(F)(F)F)cc2)C1 (stereo not given)	-6	-11
CC(=O)Nc1cnc(-c2ccccc2C(F)(F)F)cn1	4	2
Cc1cccnc1C(NC(=O)C1CCN(CCCOc2ccccc2)CC1)c1ccc(F)cc1 (stereo not given)	10	4
COc1ccccc1C(=O)NCCC(=O)NCCOc1ccc(C)cc1	1	5
O=C(NCc1ccccc1)C1c2ccccc2OCC(=O)N1Cc1ccccc1 (stereo not given)	-2	-3
COc1ccc(NC(=O)c2cc(C3CCCCN3C(=O)C3CC3)on2)c(C)c1 (stereo not given)	-3	-14
COc1ccc(-c2cnc3c(c2)C(=O)N([C@H](C)CO)C[C@@H](C)[C@@H](CN(C)C(=O)NC2CCCC2)O3)cc1	-1	-4
CCN(CC(=O)Nc1c(F)cccc1F)C(=O)c1ccc2c(c1)C(=O)N(c1ccccc1C)C2=O	6	-2
CSc1ccccc1NC(=O)C1(C)CCN1C(=O)Cc1ccccc1Cl (stereo not given)	1	3
CC(C)CC1NC(=O)c2cccnc2-n2c1nc1ccccc1c2=O (stereo not given)	-11	-7
CC1(C(=O)NCc2cccc3ccccc23)CCN1CCc1ccccc1 (stereo not given)	5	-2
CC(C)Nc1nc(Nc2ccc(F)cc2)c2sccc2n1	-2	-2
COc1cccc(CNc2nc3cc(-c4cccc(C(=O)NCCO)c4)sc3c(=O)n2C)c1	10	0
FC(F)(F)c1ccccc1Cc1c(-c2cccc(Br)c2)nc2ccc(Cl)cn12	11	8
CC(C)(C)c1cc2nc(NCc3cccc(Cl)c3)ccn2n1	-10	0
Cn1nc(C(C)(C)C)cc1N1C(=O)CCC1(C)C(=O)Nc1ccc2c(c1)OCCO2 (stereo not given)	2	-7
CCC(=O)N1CCC1(C)C(=O)Nc1cc(-c2ccccc2)nn1C (stereo not given)	2	-4
CC(=O)Nc1ccc(C(=O)N2CCCCC2c2cc(C(=O)NC(C)C)no2)cc1 (stereo not given)	-4	-9
CC1(C(=O)NCc2cccc(Cl)c2)Cc2c(-c3ccc4c(c3)OCO4)ccnc2O1 (stereo not given)	5	-5
Cc1ccc(NC(=O)COC(=O)c2ccc3ncsc3c2)c(C)c1	0	-5
COc1cc(C(=O)NC(=S)Nc2ccc3ccccc3c2)cc(OC)c1OC	18	3
COc1cccc(C(O)c2nc(-c3ccc(Cl)cc3)cs2)c1 (stereo not given)	-9	5
O=C(Nc1ccccc1Cl)c1cc(C2CCCCN2C(=O)c2ccccc2)on1 (stereo not given)	-1	2
COc1ccc(Nc2nc3cc(-c4ccccc4C)sc3c(=O)n2C)cc1OC	-1	0
COc1ccccc1CNc1nc(NCC2CC2)nc2ccsc12	7	-7
CC1(C(=O)NS(=O)(=O)c2ccc(C#N)cc2)CCN1C(=O)C1(c2ccc(Cl)cc2)CCC1 (stereo not given)	0	13
O=C(CCC1CCCN(C(=O)c2cc(F)ccc2F)C1)N1CCN(c2ccccn2)CC1 (stereo not given)	-2	-4
COc1ccc(C(C#N)=C2C=C(Cl)C(=NO)C=C2Cl)cc1	28	-17
O=C(Nc1ccc(F)c(Cl)c1)c1cc(C2CCCCN2C(=O)c2ccccc2)on1 (stereo not given)	9	10
CCN(CC)c1cc2c(c3c1ccn3C)C1CCC2C1 (stereo not given)	-4	-6
COc1ccc(C(=O)NC2=NCCS2)cc1S(=O)(=O)N1CCOCC1	2	-9
O=C(Cc1cccc([N+](=O)[O-])c1)Nc1ccccc1	2	-5
CC(C)CNC(=O)C1(C)CCCN1C(=O)c1cccnc1Oc1ccccc1 (stereo not given)	-8	5
CC(C)Nc1nc(Nc2ccccc2Cl)c2sccc2n1	5	-12
COc1ccc(-c2cnc3c(NC=O)cc(-c4cccc(NS(C)(=O)=O)c4)cn23)cc1OC	4	-4
Oc1ccc(C[C@H]2CN([C@@H](Cc3ccccc3)CN3CCCC3CN3C(=S)NC[C@@H]3Cc3ccccc3)C(=S)N2CCc2ccccc2)cc1 (stereo not given in full)	-1	7
COc1ccccc1CNCc1ccc2c(c1)OCO2	6	0
COc1cc(C(O)c2nc(-c3cccc(C(C)C)c3)cs2)ccc1F (stereo not given)	-12	-6
OCC[C@@H]1C[C@H](O)[C@@H](O)[C@@]2(OCc3cc(C(F)(F)F)ccc32)O1	0	1
C[C@H]1CN([C@@H](C)CO)C(=O)CCCn2cc(nn2)CO[C@@H]1CN(C)C(=O)Nc1cccc(F)c1	2	-8
CCCNC(=O)C1(C)CCCN(C(=O)c2oc3ccccc3c2C)C1 (stereo not given)	6	-3
COc1cc(OC)cc(-c2c(Sc3ccccc3)c3cc(-c4ccc(SC)cc4)ccc3n2C)c1	3	-1
CN1CCN(C(=O)C(=O)c2cn(CC(=O)N3CCCCCC3)c3ccccc23)CC1	5	0
O=S1(=O)CC(N2CCCC2)CN1CCc1ccccc1 (stereo not given)	1	-2
COc1cccc(CNc2nc3cc(-c4ccc(C(=O)N5CCN(C)CC5)cc4)sc3c(=O)n2C)c1	6	4
COc1ccc(OC)c(CN2CCN(Cc3ccc(OC)c(OC)c3OC)CC2)c1	11	3
c1ccc(CNc2cccnc2)cc1	5	3
Going on with the list.
SMILES	CXCR6 block	EBI2 antag
COc1ccccc1NC(=O)COC(=O)Cn1c(C)csc1=O	-4	-4
CN(C)CCCNc1nc2cc(-c3ccc(C(=O)N4CCN(C)CC4)cc3)sc2c(=O)n1C	-7	-9
CCNC(=O)C1(C)CCN(C(=O)c2cccs2)C1 (stereo not given)	-2	-2
CC(O)(c1cccc(F)c1)c1nc(-c2ccc(Cl)cc2)cs1 (stereo not given)	0	13
CC1(C)Cc2cccc(OC(=O)NC3CCCCC3)c2O1	5	-15
C[C@H]1CN([C@@H](C)CO)C(=O)CCCn2nncc2CO[C@H]1CN(C)C(=O)Nc1ccnc(N2CCOCC2)c1	3	-5
COC(=O)[C@@]1(Sc2ccc(C)cc2)CC(=O)N(C(=O)C2CC2)[C@@H]1c1ccccc1	13	6
CCc1nc2c(OCc3cccc(Cl)c3)cccn2c1N(C)C(=O)C(C)C	1	4
Cc1ccc(S(=O)(=O)CCC(=O)OCCOc2ccc(Br)cc2)cc1	9	11
Nn1c(SCC(=O)NC2CCCC2)nnc1C(F)(F)F	-1	-12
CCOC(=O)c1cnn2c(SC)ncnc12	-6	-1
CCCNC(=O)C1(C)CCCN(C(=O)CN2C(=O)c3ccccc3C2=O)C1 (stereo not given)	-12	7
COC(=O)c1cc(=O)nc(NN=Cc2ccc(C)cc2)s1	-5	-2
O=C(OCc1ccccc1)N1CCC2CC1c1c2cccc1N1CCOCC1 (stereo not given)	-8	-3
CC1(Cc2cccc(C(F)(F)F)c2)C(=O)Nc2c(Cl)ccc(Cl)c21 (stereo not given)	9	5
NC(=O)c1ccsc1NC(=O)COC(=O)Cc1ccccc1[N+](=O)[O-]	-9	-15
CCCCCCCCN1C(=O)[C@H](CC(=O)N2CCCC2)C[C@@]2(C(=O)OC)CCCCC=C12	0	7
COc1ncnc2c1ncn2CCCN(C)CCc1ccccn1	-6	-1
N#Cc1ccc(NC(=O)COC(=O)c2cccc(S(=O)(=O)N3CCCC3)c2)cc1	-4	9
Cc1noc(C)c1S(=O)(=O)Nc1ccc2c(c1)C(=O)N([C@H](C)CO)C[C@H](C)[C@H](CN(C)C(=O)NC(C)C)OCCCC[C@@H](C)O2	-2	-3
COc1ccc([C@H]2C[C@H](O)[C@@H](n3cc(C4CC4)nn3)CN2CC2CCCCC2)cc1	-10	-3
COc1cccc(C(C)(O)c2nc(-c3ccc(OC)nc3)cs2)c1 (stereo not given)	-7	0
CCCc1nc2nc(C)c(NS(=O)(=O)c3ccc(C)c(C)c3)c(=O)n2[nH]1	-3	-4
Nc1[nH]c(C(=O)c2ccccc2)c(-c2ccc(Cl)c(F)c2)c1C(=O)NCCc1c[nH]c2ccccc12	-4	12
O=C(c1cccs1)N1C[C@@H](n2cc(-c3ccc(F)cc3)nn2)[C@H](O)C[C@@H]1c1ccccc1	0	5
CC(O)C(NS(=O)(=O)c1ccc(Cl)cc1)C(=O)OCCOc1ccc(F)cc1 (stereo not given)	4	-3
C[C@@H]1CN([C@H](C)CO)S(=O)(=O)c2ccc(C#Cc3ccccc3)cc2O[C@@H]1CN(C)C(=O)CN(C)C	-1	-5
COC(=O)[C@@]1(Cc2ccc(F)cc2)[C@H]2c3cc(C(=O)N(C)C)n(CC4CC4)c3C[C@H]2CN1C(=O)c1ccccc1	0	-1
COc1cccc(Nc2nc(C(N)Cc3ccc(C(F)(F)F)cc3)cs2)n1 (stereo not given)	-5	-3
C[C@H](CO)N1C[C@H](C)[C@@H](CN(C)C(=O)C2CCCCC2)OCc2cn(nn2)CCCC1=O	1	-4
NC(=O)c1nnn(Cc2cc(Cl)c(C(=O)c3ccc(Cl)cc3)c(Cl)c2)c1N	-2	7
O=C(NCc1cccnc1)C1C2C=CC(C2)C1C(=O)Nc1cccc(C(F)(F)F)c1 (stereo not given)	-8	3
C[C@H]1CN([C@@H](C)CO)C(=O)CCCn2nncc2CO[C@H]1CN(C)S(=O)(=O)c1ccc(Oc2ccccc2)cc1	0	-7
Cc1cccc(S(=O)(=O)NC(=O)C2(C)CCN2C(=O)Cc2ccc(-c3ccccc3)cc2)c1 (stereo not given)	-7	3
Cc1nc2ccc(C(=O)N(C)Cc3ccco3)cn2c1N(C)CC1CCCCC1	2	8
O=C1NC(=O)C(=C2CCOC2=O)N1	-5	-7
CC(C)CNC(=O)c1cccc2c(-c3ccc(F)c(F)c3)coc12	6	5
COC(=O)CCCC[C@@H]1O[C@H](CCc2ccccc2)Cc2[nH][nH]c(=O)c21	0	-7
Cc1cccc(S(=O)(=O)NC(=O)C2(C)CCN2C(=O)Cc2ccsc2)c1 (stereo not given)	1	-8
COc1cc(-c2cc3nc(NCCc4ccc(S(N)(=O)=O)cc4)ccn3n2)cc(OC)c1OC	-2	1
CN(CC(=O)NC(=O)NC1CCCCC1)CC(=O)Nc1ccccc1C(F)(F)F	3	12
CC(=O)OCCn1c([N+](=O)[O-])cnc1C=[N+]([O-])C1CCCCC1	-6	-5
C[C@@H]1CN([C@@H](C)CO)C(=O)CCCn2nncc2CO[C@H]1CN(C)C	1	-7
O=C1C(=Cc2ccncc2)CCCc2ccccc21	0	-5
CCC(C)n1c(SCC(=O)NC2CC2)nc2ccccc2c1=O (stereo not given)	9	1
COCc1cc(=O)n2[nH]c(C)c(-c3ccc(Cl)cc3)c2n1	7	-19
CC(=O)Nc1ccc(-c2ccnc3c2CC(C)(C(=O)NCCC(F)(F)F)O3)cc1 (stereo not given)	0	9
CC1(C(=O)NS(=O)(=O)c2cccc(Cl)c2)CCN1C(=O)Cc1ccc(-c2ccccc2)cc1 (stereo not given)	8	0
COc1ccc(NC(=O)Nc2nc(C(N)Cc3ccc(C(F)(F)F)cc3)cs2)cc1 (stereo not given)	-31	-6

Molecules shown so far that have a CF3 group:
SMILES	CXCR6 block	EBI2 antag
Nc1[nH]c(C(=O)c2ccccc2)c(-c2ccccc2C(F)(F)F)c1C(=O)c1cccs1	7	45*
CC1(Oc2ccc(Cl)cc2)CCN(Cc2ccc(OC(F)(F)F)cc2)C1 (stereo not given)	-6	-11
CC(=O)Nc1cnc(-c2ccccc2C(F)(F)F)cn1	4	2
FC(F)(F)c1ccccc1Cc1c(-c2cccc(Br)c2)nc2ccc(Cl)cn12	11	8
OCC[C@@H]1C[C@H](O)[C@@H](O)[C@@]2(OCc3cc(C(F)(F)F)ccc32)O1	0	1
Nn1c(SCC(=O)NC2CCCC2)nnc1C(F)(F)F	-1	-12
CC1(Cc2cccc(C(F)(F)F)c2)C(=O)Nc2c(Cl)ccc(Cl)c21 (stereo not given)	9	5
COc1cccc(Nc2nc(C(N)Cc3ccc(C(F)(F)F)cc3)cs2)n1 (stereo not given)	-5	-3
O=C(NCc1cccnc1)C1C2C=CC(C2)C1C(=O)Nc1cccc(C(F)(F)F)c1 (stereo not given)	-8	3
CN(CC(=O)NC(=O)NC1CCCCC1)CC(=O)Nc1ccccc1C(F)(F)F	3	12
CC(=O)Nc1ccc(-c2ccnc3c2CC(C)(C(=O)NCCC(F)(F)F)O3)cc1 (stereo not given)	0	9
COc1ccc(NC(=O)Nc2nc(C(N)Cc3ccc(C(F)(F)F)cc3)cs2)cc1 (stereo not given)	-31	-6
